Bioassay records: PubChem BioAssay, several laboratories
DNMT1 inh – blocks human DNA methyltransferase DNMT1; DNMT1 molecular beacon, Hinp1I cleavage, fluorescence; inhibition (reported as % activation of signal), % at 10 µM; 360,000 tested, 0.83% active; AID 588458; in the data active means inhibition above about 50%
Rpn11 inh – Rpn11 (human) deubiquitinase inhibition; O00487; human 26S proteasome, Ub4-pepOG fluorescence polarization; 20S core pre-blocked with epoxomicin; calls only at 20 µM; 360,000 tested, 0.59% active;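 active means inhibition at 20 µM, scaled to each plate's controls, above about 33%, limit read from the data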
Target sequence (O00487 whole entry, looked up): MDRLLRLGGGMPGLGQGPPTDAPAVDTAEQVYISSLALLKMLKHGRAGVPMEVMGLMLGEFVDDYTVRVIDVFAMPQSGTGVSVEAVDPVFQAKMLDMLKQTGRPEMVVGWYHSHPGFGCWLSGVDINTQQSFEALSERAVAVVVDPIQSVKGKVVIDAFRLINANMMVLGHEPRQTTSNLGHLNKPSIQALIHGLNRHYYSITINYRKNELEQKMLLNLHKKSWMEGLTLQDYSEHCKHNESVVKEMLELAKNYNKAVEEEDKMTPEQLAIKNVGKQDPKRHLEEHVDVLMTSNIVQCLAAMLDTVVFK
CSN inh – CSN deneddylation inhibition; Q92905; Purified CSN, SCF-Nedd8-OG deneddylation, fluorescence polarization; inhibition, % at 12.5 µM; 360,000 tested, 0.38% active;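 active means pattern-corrected inhibition above about 35%, with an unprinted fluorescence ratio check between 0.5 and 1.5, limit read from the data, passing the limit was not always enough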;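 further: 0% = enzyme with substrate and 100% = substrate without enzyme; some results filed as inactive read as strong as hits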
Target sequence (Q92905 whole entry, looked up, one chain of several): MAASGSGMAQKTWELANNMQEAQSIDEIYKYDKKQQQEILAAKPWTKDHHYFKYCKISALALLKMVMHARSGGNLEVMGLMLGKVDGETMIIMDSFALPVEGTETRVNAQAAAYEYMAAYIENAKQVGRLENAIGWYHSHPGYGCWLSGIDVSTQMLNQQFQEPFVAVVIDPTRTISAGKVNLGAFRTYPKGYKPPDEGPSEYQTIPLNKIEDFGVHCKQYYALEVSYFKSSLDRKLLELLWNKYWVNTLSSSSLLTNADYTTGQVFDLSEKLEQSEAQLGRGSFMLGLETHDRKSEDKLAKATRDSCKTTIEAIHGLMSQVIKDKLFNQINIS
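Assay system: purified human Csn5 enzyme expressed in HEK293T cells; measure: % inhibition; also added: SCFSkp2-Nedd8OG substrate at 10 nM final; technique: fluorescence polarization; times: reaction 90 min, room temperature; medium: Tris buffer pH 7.5, NaCl, DTT, Tween-20, trehalose, ovalbumin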
Scp-1 inhibitor – blocks human Scp-1 phosphatase activity; AID 493091; 340,000 tested, 0.88% active; Q9GZU7; Recombinant Scp1, phosphopeptide, malachite green phosphate absorbance; inhibition, % at 20 µM;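 active means inhibition above about 50% at 20 µM, limit read from the data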;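 further: plate controls were DMSO wells with enzyme for no effect and wells lacking enzyme for full effect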
Target sequence (Q9GZU7 76-261 limits assumed): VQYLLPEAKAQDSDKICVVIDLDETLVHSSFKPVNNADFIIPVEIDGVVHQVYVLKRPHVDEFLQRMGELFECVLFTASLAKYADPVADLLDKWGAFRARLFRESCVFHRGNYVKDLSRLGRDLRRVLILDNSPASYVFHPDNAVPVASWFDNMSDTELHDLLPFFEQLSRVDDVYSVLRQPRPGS
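Material: truncated SCP-1 phosphatase (76-261aa) / Buffer or medium: 50 mM Tris acetate pH 5.5, 0.005% Tween-20, 10 mM MgCl2 / Compound dosing: one concentration, 20 µM, with 1.0% DMSO / Incubation: 45 min room-temperature reaction, 5 min colour, 30 min stabiliser / Detection: colorimetric free-phosphate detection, absorbance 630 nm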
MsrA inhibitor – inhibitors of bovine MsrA | 360,000 tested, 0.75% active | purified bovine MsrA, absorbance read-out | inhibition, % at 15.5 µM; in the data active means inhibition above about 4.5%;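 further: 0% = vehicle wells with enzyme and 100% = reference inhibitor wells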
SUMO1 PPI mod – SUMO1-SIM interaction modulation; SUMO1 binding to a labelled peptide, TR-FRET, 1 h; P63165; AID 602429; 360,000 tested, 0.33% active; inhibition, % at 20 µM; in the data active means inhibition above about 37%
Target sequence (P63165 whole entry, looked up): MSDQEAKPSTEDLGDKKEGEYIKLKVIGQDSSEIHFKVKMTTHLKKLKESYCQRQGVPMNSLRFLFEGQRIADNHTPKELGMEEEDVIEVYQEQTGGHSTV
TbMetRS inhib – Trypanosoma brucei MetRS inhibition; purified T. brucei MetRS, ATP depletion, Kinase-Glo luminescence; inhibition, % at 11.9 µM; 360,000 tested, 0.4% active; AID 624268;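 active means inhibition above a per-plate cutoff of the control wells' mean inhibition plus 3 SD, cut at about 5.5% in these data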;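 further: 0% = DMSO wells median and 100% = median of wells with control inhibitor compound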
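Material: parasite MetRS enzyme / Replication: singlicate, one well per compound / Signal: luminescence of leftover ATP / Schedule: 2 h aminoacylation at 25 °C after 15 min preincubation / Medium: HEPES-MgCl2-KCl buffer plus DTT, spermine, BSA, pyrophosphatase / Doses: 11.9 µM single point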
NadD inh – inhibitors of Staphylococcus aureus NadD | purified NadD enzyme, colorimetric absorbance read-out | inhibition, % at 20 µM | 360,000 tested, 0.78% active | AID 602399; in the data active means inhibition above about 26%; further: some compounds past the cut are filed as inactive
LMPTP inh – blocks human LMPTP phosphatase | inhibition, % at 20 µM | AID 651560 | recombinant LMPTP-A, OMFP fluorogenic substrate, fluorescence intensity | P24666 | 360,000 tested, 0.22% active;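 active means compounds that cut the enzyme signal by at least half of the control window in the single-dose screen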;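 further: plate controls were DMSO wells with enzyme plus substrate for no effect and substrate without enzyme for full effect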
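Buffer or medium: Bis-Tris pH 6.0, DTT, detergent; Assay system: LMPTP-A enzyme; Quantity: 0.625 nM enzyme; Detection: endpoint fluorescence intensity; Times: 50 min dark incubation at room temperature; Controls: substrate-only low control, DMSO enzyme-plus-substrate high control; Doses: single 20 µM dose; Read-out: percent inhibition versus substrate-only and uninhibited controls; Reagent: 400 µM OMFP.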
STEP inh – blocks human striatal-enriched tyrosine phosphatase; P54829; recombinant STEP, OMFP fluorogenic substrate, fluorescence; inhibition, % at 20 µM; 360,000 tested, 0.25% active; AID 588621;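 active means inhibition at 20 µM, scaled per plate between control wells, above about 37%, limit read from the data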;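 further: 0% = DMSO with enzyme and substrate and 100% = substrate only without enzyme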
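material = STEP tyrosine phosphatase | reagent = fluorogenic phosphatase substrate OMFP at 25 µM final | doses = single compound dose of 20 µM, 1% DMSO final | schedule = 20 min reaction, room temperature, in the dark | measured by = fluorescence, 480/540 nm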
Starred values were filed as active, the others as inactive; i = inactive; nt = no result given.

[1] Cc1ccc(NC(=O)c2cc(S(=O)(=O)N3CCCCC3)c[nH]2)cc1F
[2] CCC1c2ccc(C)n2CCN1C(=O)Nc1ccccc1OC (centres undefined)
[3] CCc1nc(N2CCN(C(=O)CCl)CC2)c2c3c(sc2n1)CC(C)CC3 (centres undefined)
[4] Cc1cc(C)cc(NC(=O)[C@H](Cc2c[nH]c3ccccc23)NC(=O)[C@@H]2Cc3ccccc3CN2)c1
[5] CC1(C)NC(=O)N(CC(O)COc2ccc(N3C(=O)c4ccccc4C3=O)cc2)C1=O (centres undefined)
[6] Cc1ccc(SCCNC(=O)c2ccc(C)c(S(=O)(=O)Nc3ccccc3C)c2)cc1
[7] CCOC(=O)c1cccc(OC(=O)CCNC(=O)c2ccc(Cl)cc2)c1
[8] O=C(COC(=O)c1ccc[n+]([O-])c1)Nc1ccc([N+](=O)[O-])cc1Cl

compound no.	1	2	3	4	5	6	7	8
DNMT1 inh	6	1	12	0	0	-11	0	-4
Rpn11 inh	i	i	i	i	i	i	i	i
CSN inh	5	-8	8	0	2	2	2	-4
Scp-1 inhibitor	10	-2	-2	12	1	-13	-10	-2
MsrA inhibitor	0.1	0.7	0.5	1.0	-1.4	1.3	-1.1	1.2
SUMO1 PPI mod	-1	-1	-11	0	-19	-1	1	-42
TbMetRS inhib	-0.2	0.0	-0.6	-2.6	-0.5	0.2	0.1	-0.4
NadD inh	-1	0	-4	16	1	-4	-7	-2
LMPTP inh	0.6	-0.8	0.7	0.5	-0.8	3.3	-0.2	-0.7
STEP inh	-1	-2	-4	-1	1	1	-4	4

[9] COC(=O)C1=C(C)NC(C)=C(C(=O)OC)C1C(=O)OCC(=O)Nc1ccc(C(C)=O)cc1
[10] Cc1nc(N2CCCCC2)c2c(C)c(C(=O)Nc3cccc(C(F)(F)F)c3)sc2n1
[11] O=C(Nc1ccc2c(c1)OCO2)c1ccc(Cl)s1
[12] Cn1c(-c2ccccc2)c(/C=N/NC(=O)c2cccnc2)c2ccccc21
[13] Cc1ccc(Cn2c(=N)n(CC(O)COc3ccccc3)c3ccccc32)cc1 (centres undefined)
[14] Cc1ccc(NC(=O)CSCC(=O)Nc2nnc(C)s2)cc1
[15] O=C(COC(=O)c1ccco1)NCc1cccs1
[16] COc1cccc(/C=N/NC(=O)CSc2ccccc2C)c1O

compound no.	9	10	11	12	13	14	15	16
DNMT1 inh	-2	-6	-7	-4	2	6	2	-13
Rpn11 inh	i	i	i	i	i	i	i	i
CSN inh	-6	0	1	-1	-2	2	-5	100*
Scp-1 inhibitor	1	3	-4	-9	-8	19	7	-14
MsrA inhibitor	1.5	-0.9	-0.3	2.9	-1.2	-0.6	-1.2	1.6
SUMO1 PPI mod	1	-2	2	-1	1	4	1	1
TbMetRS inhib	-1.2	-0.6	-1.4	-0.4	-1.7	0.0	0.3	0.5
NadD inh	0	12	-6	6	-2	3	1	-2
LMPTP inh	-0.4	3.3	0.4	0.7	0.4	-0.5	0.3	-0.3
STEP inh	-1	1	-2	-1	-1	4	1	0

2 of the compounds above, as tab-separated lines:
nr	smiles	DNMT1 inh	Rpn11 inh	CSN inh	Scp-1 inhibitor	MsrA inhibitor	SUMO1 PPI mod	TbMetRS inhib	NadD inh	LMPTP inh	STEP inh
12	Cn1c(-c2ccccc2)c(/C=N/NC(=O)c2cccnc2)c2ccccc21	-4	i	-1	-9	2.9	-1	-0.4	6	0.7	-1
13	Cc1ccc(Cn2c(=N)n(CC(O)COc3ccccc3)c3ccccc32)cc1 (centres undefined)	2	i	-2	-8	-1.2	1	-1.7	-2	0.4	-1

Carrying on.
[17] CCn1nc(NS(=O)(=O)c2ccccc2[N+](=O)[O-])c2cc3ccc(C)cc3nc21
[18] CC1CCCN(CCCNC(=O)CCn2nc(-c3ccccc3)ccc2=O)C1 (centres undefined)
[19] COc1ccccc1C(=O)Nc1ccc(N2CCN(S(C)(=O)=O)CC2)cc1
[20] NCC(=O)Nc1ccc(Br)cc1
[21] O=C(Nc1ccc2oc(=O)ccc2c1)c1cc([N+](=O)[O-])ccc1N1CCOCC1
[22] CC(C)OCCCNC(=O)C(Cc1ccccc1)NS(=O)(=O)c1ccc2c(c1)CCC(=O)N2 (centres undefined)
[23] O=C(/C=C/c1ccc(F)cc1)NCCNC(=O)/C=C/c1ccc(F)cc1
[24] CCn1cc(C(=O)O)c(=O)c2cc(F)c(N3CCN(C(=O)Nc4ccccc4)CC3)cc21

compound no.	17	18	19	20	21	22	23	24
DNMT1 inh	-11	1	4	0	3	3	4	-2
Rpn11 inh	i	i	i	i	i	i	i	i
CSN inh	1	-1	5	-6	-3	2	5	5
Scp-1 inhibitor	1	-4	-12	-12	-8	-9	-7	-10
MsrA inhibitor	nt	-1.5	2.6	-0.2	2.5	0.6	0.0	3.6
SUMO1 PPI mod	-2	-4	0	3	-23	0	6	10
TbMetRS inhib	0.3	-0.3	-0.9	0.0	2.0	0.4	-0.9	-0.2
NadD inh	8	-6	1	-4	-5	-3	-2	9
LMPTP inh	0.6	-1.4	-2.7	-1.2	0.4	-1.2	4.5	51*
STEP inh	2	-1	-2	6	-3	-3	1	-1

[25] Cc1ccc(S(=O)(=O)N2CCN(C(=O)COC(=O)/C=C/c3ccc(F)cc3)CC2)c(C)c1
[26] Cc1ccc(CN2CCNC(=O)C2CC(=O)NCC(F)(F)F)o1 (centres undefined)
[27] Cc1ccc(Cl)cc1OCC(=O)NCCOC(=O)Nc1sc(=S)n(C)c1C
[28] Cc1nn2c(N3CCOCC3)cc(C(C)(C)C)nc2c1-c1ccc(Cl)cc1
[29] CC(C)(C)[C@H]1COC(=O)[C@@H](Cc2ccc(F)cc2)C/C=C\C[C@@H](CC(=O)N[C@@H](CO)Cc2ccccc2)C(=O)N1
[30] COc1ccc(C(=O)N2CCc3cc4c(cc3C2C)OCCCO4)cc1 (centres undefined)
[31] Cc1c(C(c2ccc(Br)cc2)c2c(C)n(C)n(-c3ccccc3)c2=O)c(=O)n(-c2ccccc2)n1C
[32] COC(=O)NN=C1CCC(c2ccccc2)CC1 (centres undefined)

compound no.	25	26	27	28	29	30	31	32
DNMT1 inh	-1	3	-4	-1	5	-1	-1	-2
Rpn11 inh	i	i	i	i	i	i	i	i
CSN inh	-4	-9	1	2	-4	0	1	3
Scp-1 inhibitor	-11	-3	-2	-3	-5	10	13	-6
MsrA inhibitor	1.5	-0.9	3.2	0.8	-0.5	0.7	-0.5	0.5
SUMO1 PPI mod	4	-2	-1	-16	-2	4	3	1
TbMetRS inhib	-0.4	-0.4	0.2	-1.0	-0.3	-1.3	0.0	-0.1
NadD inh	-6	-1	-1	-8	0	-2	12	3
LMPTP inh	5.5	-1.6	-0.2	2.0	0.5	1.8	-2.4	-0.5
STEP inh	2	0	1	0	0	1	2	0

[33] O=C1CCCN1CCCNS(=O)(=O)c1ccc(F)c(F)c1
[34] Cc1cccc(OCc2nnc(SCC(=O)N3CCN(C(=O)c4ccco4)CC3)n2C)c1C
[35] Cc1ccccc1-n1nnnc1SCC(=O)NCC1(N2CCOCC2)CCCCC1
[36] Cc1noc(C)c1COC(=O)c1ccc(F)c(S(=O)(=O)N2CCOCC2)c1
[37] O=C(CN1C(=O)NC2(CCOc3ccccc32)C1=O)c1ccc(F)cc1 (centres undefined)
[38] CC(C)(C)NC(=O)C(c1ccco1)N(Cc1ccc2c(c1)OCO2)C(=O)Cn1nnc2ccccc21 (centres undefined)
[39] Nc1nc(-c2cccnc2)nc2sc3c(c12)CCCC3

compound no.	33	34	35	36	37	38	39
DNMT1 inh	-1	1	1	0	-9	0	-1
Rpn11 inh	i	i	i	i	i	i	i
CSN inh	-1	-7	-2	2	2	1	3
Scp-1 inhibitor	1	-4	-7	-5	-1	-4	-8
MsrA inhibitor	-0.7	nt	-0.2	0.7	-0.2	-0.6	0.1
SUMO1 PPI mod	7	-2	-3	-1	8	2	3
TbMetRS inhib	-0.6	0.4	-0.4	-0.3	-0.1	-0.7	0.1
NadD inh	-2	-1	-3	-8	-1	-4	0
LMPTP inh	-0.6	-1.3	-1.6	-0.8	0.4	-0.5	3.5
STEP inh	-4	-3	0	-2	0	1	2

In the list so far, these have fluorine:
[1] Cc1ccc(NC(=O)c2cc(S(=O)(=O)N3CCCCC3)c[nH]2)cc1F
[10] Cc1nc(N2CCCCC2)c2c(C)c(C(=O)Nc3cccc(C(F)(F)F)c3)sc2n1
[23] O=C(/C=C/c1ccc(F)cc1)NCCNC(=O)/C=C/c1ccc(F)cc1
[24] CCn1cc(C(=O)O)c(=O)c2cc(F)c(N3CCN(C(=O)Nc4ccccc4)CC3)cc21
[25] Cc1ccc(S(=O)(=O)N2CCN(C(=O)COC(=O)/C=C/c3ccc(F)cc3)CC2)c(C)c1
[26] Cc1ccc(CN2CCNC(=O)C2CC(=O)NCC(F)(F)F)o1 (centres undefined)
[29] CC(C)(C)[C@H]1COC(=O)[C@@H](Cc2ccc(F)cc2)C/C=C\C[C@@H](CC(=O)N[C@@H](CO)Cc2ccccc2)C(=O)N1
[33] O=C1CCCN1CCCNS(=O)(=O)c1ccc(F)c(F)c1
[36] Cc1noc(C)c1COC(=O)c1ccc(F)c(S(=O)(=O)N2CCOCC2)c1
[37] O=C(CN1C(=O)NC2(CCOc3ccccc32)C1=O)c1ccc(F)cc1 (centres undefined)

compound no.	1	10	23	24	25	26	29	33	36	37
DNMT1 inh	6	-6	4	-2	-1	3	5	-1	0	-9
Rpn11 inh	i	i	i	i	i	i	i	i	i	i
CSN inh	5	0	5	5	-4	-9	-4	-1	2	2
Scp-1 inhibitor	10	3	-7	-10	-11	-3	-5	1	-5	-1
MsrA inhibitor	0.1	-0.9	0.0	3.6	1.5	-0.9	-0.5	-0.7	0.7	-0.2
SUMO1 PPI mod	-1	-2	6	10	4	-2	-2	7	-1	8
TbMetRS inhib	-0.2	-0.6	-0.9	-0.2	-0.4	-0.4	-0.3	-0.6	-0.3	-0.1
NadD inh	-1	12	-2	9	-6	-1	0	-2	-8	-1
LMPTP inh	0.6	3.3	4.5	51*	5.5	-1.6	0.5	-0.6	-0.8	0.4
STEP inh	-1	1	1	-1	2	0	0	-4	-2	0
